Bioassay records (PubChem BioAssay)
IL2 activator = activates IL-2 in a cell-based reporter assay; IL-2 activation reporter assay, cell-based qHTS; stimulated with anti-CD3/CD4/CD28 beads; in transgenic mouse T cells; activation, % (series mostly up to about 46 µM); 0.065% of 360,000 active; AID 652025; in the data active = activation above about 50%; inconclusive = mostly about 30% to 49%; also: 0% is about no effect
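Using fluorescent plate cytometry, EGFP and DsRed are detected in transgenic mouse T cells stimulated 18 h at 37 degrees C with antibody-coated beads after 60 min compound pretreatment.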
EPAC1 agonist = EPAC1 (human) agonism. AID 720707. 0.073% of 360,000 active. Potency, µM (top dose mostly 154 µM), for the others: at the top dose activation, hits mostly activators. EPAC1 agonist qHTS, biochemical assay; response scale: 100% = response to 6.5 mM cAMP; also: potency is read from the fitted curve at half-maximal effect; nearly all actives have a fitted effect of over 60% in size
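Multi-concentration qHTS readout: loss of Rap1B-bound BODIPY-GDP fluorescence driven by 100 nM EPAC1 with excess GDP (50 uM), monitored kinetically at room temperature; agonist response expressed relative to 6.5 mM cAMP.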
PI5P4K alpha inh = PI5P4K alpha (human) kinase inhibition. P48426. PI5P4Kalpha enzyme, ADP-Glo luminescence, 60 min; hits give low values. 1.2% of 330,000 active. max response, %. AID 652105; active = max response of -50% or lower; inconclusive = between -30% and -50%; inactive = -30% or higher; also: value at the top dose of about 77 µM; % is scaled to controls: 0 for no effect and ±100 for the full control effect
Target sequence (P48426 whole entry, looked up): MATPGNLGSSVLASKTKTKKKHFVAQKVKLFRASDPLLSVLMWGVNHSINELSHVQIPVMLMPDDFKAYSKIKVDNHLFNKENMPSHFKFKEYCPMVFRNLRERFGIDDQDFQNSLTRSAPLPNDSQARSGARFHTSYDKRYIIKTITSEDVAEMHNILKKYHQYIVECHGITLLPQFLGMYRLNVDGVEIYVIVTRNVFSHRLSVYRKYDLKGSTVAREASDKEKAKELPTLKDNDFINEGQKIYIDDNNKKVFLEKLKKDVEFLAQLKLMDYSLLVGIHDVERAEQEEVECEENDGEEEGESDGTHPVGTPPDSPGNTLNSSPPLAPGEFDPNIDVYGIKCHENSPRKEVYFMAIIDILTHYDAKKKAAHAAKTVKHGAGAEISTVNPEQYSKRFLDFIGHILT
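PI5P4Kalpha ADP-Glo assay; 5 microM ATP final; 60 min RT reaction; HEPES pH 7.4/EGTA/CHAPS, 5% DMSO; controls lacking substrate or enzyme; luminescent end-point.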
Abeta yeast res = compounds reversing amyloid beta toxicity in yeast; yeast expressing A-beta42, growth rescue, OD600, 48 h; response scale: 0% DMSO, 100% iron-clioquinol control; Potency, µM (doses to about 46.1 µM), without a hit: top-dose growth rescue, usual class: activators; 0.063% of 410,000 active; also: potency is read from the fitted curve at half-maximal effect; nearly all actives have a fitted effect of over 55% in size
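Yeast A-beta toxicity model in growth medium with pinned compounds, 48 h at 30 C; growth read as absorbance at 600 nm. Normalized to FeCl3/clioquinol equimolar mix (positive) and DMSO (negative).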
PLK1 PBD inh = inhibitors of human PLK1 polo-box domain binding; Potency, µM, for the others: max response, negative = inhibition, hits mostly inhibitors; AID 720504; Plk1 PBD binding of FITC phosphopeptide, fluorescence polarization; 2.8% of 360,000 active; also: potency is read from the fitted curve at half-maximal effect; series mostly up to about 57 µM; % is scaled to controls: 0 for no effect and ±100 for the full control effect; nearly all actives have a fitted effect of over 65% in size
Target sequence (P53350 whole entry, looked up, the tested form may be a part): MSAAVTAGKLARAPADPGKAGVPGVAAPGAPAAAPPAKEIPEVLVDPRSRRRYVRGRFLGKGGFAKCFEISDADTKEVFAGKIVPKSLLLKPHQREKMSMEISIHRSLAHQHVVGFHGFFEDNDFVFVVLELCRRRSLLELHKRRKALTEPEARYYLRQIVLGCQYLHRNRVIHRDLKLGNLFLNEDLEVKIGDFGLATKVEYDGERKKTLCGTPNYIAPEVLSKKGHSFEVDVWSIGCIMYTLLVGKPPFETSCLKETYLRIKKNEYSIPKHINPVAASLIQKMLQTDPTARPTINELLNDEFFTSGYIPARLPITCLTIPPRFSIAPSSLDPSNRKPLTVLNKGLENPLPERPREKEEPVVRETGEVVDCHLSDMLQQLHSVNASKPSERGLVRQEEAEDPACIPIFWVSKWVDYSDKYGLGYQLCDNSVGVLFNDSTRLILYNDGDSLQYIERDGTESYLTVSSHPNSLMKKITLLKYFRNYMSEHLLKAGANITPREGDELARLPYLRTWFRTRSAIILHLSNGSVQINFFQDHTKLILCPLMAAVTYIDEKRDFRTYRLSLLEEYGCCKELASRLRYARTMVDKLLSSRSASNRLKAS
WRN helicase inh = blocks human WRN helicase; WRN helicase unwinding, fluorescent forked duplex, kinetic; Potency, µM (titrated, usually from 114 µM), inactives show at the highest dose activity change, negative = inhibition, usual class: inhibitors; 0.46% of 360,000 active; AID 651768; also: potency is read from the fitted curve at half-maximal effect; % is scaled to controls: 0 for no effect and ±100 for the full control effect; nearly all actives have a fitted effect of over 55% in size
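WRN at 20 nM final was preincubated with compound for 15 min at room temperature; reaction started with 100 nM forked duplex oligonucleotide carrying fluorophore and quencher plus 2 mM ATP (final). Unwinding followed kinetically by red fluorescence (ex 525/em 598 nm).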
FUS suppressor = suppressors of FUS proteinopathy in yeast | AID 1347120 | S. cerevisiae FUS-expressing, growth rescue, OD600, 24 h | Potency, µM (highest dose often 76.6 µM), for inactives: top-dose growth rescue (activation), most hits filed as activators | 0.24% of 390,000 active;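 also: potency is read from the fitted curve at half-maximal effect; plate controls were DMSO vehicle for no effect and reference control for full effect; nearly all actives have a fitted effect of over 55% in size; some results filed as inactive show a strong effect at the top dose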
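Steps: raffinose overnight preculture; dilution to OD 0.005 in 2% galactose minimal medium; compound addition (concentration series); 24hr at 30C, 99% humidity; absorbance read at 600 nm.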
EPAC1 antagonist = blocks human EPAC1 exchange factor; 0.14% of 360,000 active; O95398; Potency, µM (titrated, usually from 115 µM), inactives show at the top dose activity change, negative = inhibition, actives largely listed as inhibitors; AID 720709; EPAC1 GEF assay, Rap1b-BODIPY-GDP exchange fluorescence;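 also: potency is read from the fitted curve at half-maximal effect; plate controls were vehicle for no effect and positive control for full effect; nearly all actives have a fitted effect of over 50% in size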
An asterisk follows results filed as active; ? = inconclusive; . = not tested or not shown; & = joins results of further samples; [ ] = remark or other dose. Unless noted, calls follow the shape of the dose curve; as a rule, active = well fitted curve in the direction sought with a large enough effect; inconclusive = small, poorly fitted or top-dose-only effect, or another doubt; inactive = no such curve, though single readings can be large; an effect the other way counts as inactive or inconclusive.

SMILES	IL2 activator	EPAC1 agonist	PI5P4K alpha inh	Abeta yeast res	PLK1 PBD inh	WRN helicase inh	FUS suppressor	EPAC1 antagonist
CCc1cccc2c(C=C(C#N)C#N)cn(CC(=O)N3CCCC3)c12	-2.2	14%	.	-1%	-3%	-2%	3%	4%
O=C1CC(N(Cc2cccs2)C(=O)Nc2ccccc2)C(=O)N1c1ccc(Cl)cc1 (stereo unspecified)	0.3	-4%	3	18%	-5%	-7%	.	3%
CN(C)S(=O)(=O)c1cccc(NS(=O)(=O)c2ccc(Cl)s2)c1	1.6	-6%	1	6%	3%	2%	5%	23%
C=CCn1c(SCC(=O)Nc2nnc(CC)s2)nnc1-c1ccco1	-2.5	-2%	-9	4%	-2%	4%	10%	3%
Cc1cccc(NC(=O)COC(=O)c2nn(-c3ccccc3C(F)(F)F)cc2O)c1C	-3.5	1%	6	0%	1%	-2%	-6%	3%
COc1ccc(CCNC(=O)C2CCN(C(=O)c3ccc(C(C)(C)C)cc3)CC2)cc1	-0.3	-6%	6	18%	5%	6%	12%	0%
CCC(CC)NC(=O)CN1CCN(S(=O)(=O)c2ccc(Br)s2)CC1	-5.0	0%	-3	15%	-3%	-7%	-1%	6%
Cc1ccc2[nH]cc(/C=C/c3cc[n+](C)cc3)c2c1	71*	100µM*	1	-3%	61%[activator]	6%	6%	72%[activator]
C/C(=N\NC(=O)c1c(Cl)c(C)nn1C)c1ccc(NC(=O)c2ccncc2)cc1	-3.0	9%	-4	1%	-6%	-15%	.	0%
CCOC(=O)c1cc(-c2cccnc2)nn1-c1ccccc1C	0.5	-7%	-19	12%	27µM*	0%	8%	11%
CN(C)C(=S)Oc1ccccc1C1SCCS1	-1.3	5%	1	?	6%	6%	-19%	6%
CN1CCN(c2nc3c(c(=O)n(C)c(=O)n3C)n2CC(N)=O)CC1	-3.2	-5%	.	13%	0%	0%	-1%	13%
O=C(CSc1ccc(-c2cccc([N+](=O)[O-])c2)nn1)N1CCCC1	-4.6	8%	1	1%	-12%	-26%	-2%	-5%
O=C(CN1CCN(C/C=C/c2ccccc2)CC1)NCc1ccc(Cl)cc1	-0.6	-2%	0	6%	-24%	4%	8%	-19%
Cc1ccc(OCC(=O)N(Cc2ccco2)C2CCS(=O)(=O)C2)cc1 (stereo unspecified)	-2.5	-3%	1	6%&-8%	4%	2%	-7%&7%	3%
COc1ccc(CCNC(=O)CCN2C(=O)COc3ccc(C)cc32)cc1OC	0.4	-11%	1	3%	-12%	-18%	?	4%
CC(=O)N/C(=C\c1ccccc1Cl)C(=O)O	1.2	-5%	-3	-4%	-7%	3%	-11%	-19%
COc1ccc(Cn2c(CCC(=O)NCc3ccco3)nc3cccnc32)cc1	-2.3	2%	.	1%	-4%	-7%	27%	4%
O=C(COC(=O)/C=C/c1ccccc1[N+](=O)[O-])NC1CC1	2.6	-9%	-21	8%	17µM*	-3%	-2%	-12%
Brc1ccc(Oc2ncc(CN3CCOCC3)s2)cc1	-1.3	1%	0	9%	3%	-2%	-9%	8%
CCOC(=O)c1c(C)oc2c1c(C=NCCO)c(O)c1ccccc12	0.9	-8%	15	-23%	-21%	-11%	?	?
COc1cccc(/C=N/NC(=O)C(C)Cn2cnc3ccccc32)c1 (stereo unspecified)	0.3	10%	-1	5%	1%	-2%	-5%	0%
COc1ccc(/C=C/c2c(-c3ccc(OC)cc3)oc(=O)c3cc(OC)c(OC)cc23)cc1	0.4	7%	3	15%	-5%	-9%	35%	-16%
COc1ccccc1CNC(=O)CNC(=O)c1cn(-c2ccccc2OC)c(=O)c2ccccc12	1.4	-1%	-4	8%	-9%	-1%	0%	7%

Only EPAC1 agonist (3 entries from above):
compound	EPAC1 agonist
COc1cccc(/C=N/NC(=O)C(C)Cn2cnc3ccccc32)c1 (stereo unspecified)	10%
O=C(CSc1ccc(-c2cccc([N+](=O)[O-])c2)nn1)N1CCCC1	8%
Brc1ccc(Oc2ncc(CN3CCOCC3)s2)cc1	1%

Following part.
SMILES	IL2 activator	EPAC1 agonist	PI5P4K alpha inh	Abeta yeast res	PLK1 PBD inh	WRN helicase inh	FUS suppressor	EPAC1 antagonist
Cc1ccccc1Cn1cc(S(=O)(=O)CC(=O)Nc2nccs2)c2ccccc21	-2.5	24%	.	-6%	-17%	-8%	18%	-1%
COc1ccc(C2OC(=O)CC2C(=O)NC2CCCC(C)C2C)cc1OC (stereo unspecified)	-1.2	0%	.	6%	0%	2%	11%	-24%
COC(=O)C1=C(C)N(C(C)c2ccccc2)C(=O)C1 (stereo unspecified)	-0.1	-2%	6	5%	-11%	-4%	12%	-12%
CCOc1ccc(NCCC(O)c2ccc(F)cc2)cc1 (stereo unspecified)	-0.2	5%	-5	13%	-5%	5%	27%	-4%
O=C(c1cccc2ccccc12)N1CCN(CC2CC=CCC2)CC1 (stereo unspecified)	-0.3	4%	.	1%	-5%	-5%	-9%	-5%
COc1ccc(-c2nn(-c3ccccc3)cc2C(=O)O)cc1	-1.3	8%	1	6%	-5%	-4%	-7%	-1%
COc1cccc(NC(=O)COC(=O)C2CC3CCCC(C2)C3=O)c1 (stereo unspecified)	1.1	5%	-8	-7%	-11%	-5%	-3%	-28%
COC(=O)CCC(=O)NC(=S)Nc1cc(Cl)ccc1Cl	-1.5	6%	.	-6%	-14%	-7%	-22%	5%
Cc1ccnc(N2C(=O)OC(C)(C)C2(C)O)c1 (stereo unspecified)	-0.6	9%	0	25%	-1%	-8%	2%	4%
CCc1c(C)nc2c(C)cccc2c1SCCC#N	-3.3	-2%	1	5%	?	-25%	.	-18%
Oc1c(Br)cc(Br)cc1/C=N/NC(=S)N[C@H]1CC2C=CC1C2 (stereo partly specified)	-0.3	10%	-89*	3%	?	-19%	-8%	-5%
Nc1nc2c(ncn2[C@@H]2O[C@H](CNCc3ccccc3)[C@@H](O)[C@H]2O)c(=O)[nH]1	-0.4	-7%	5	1%	0%	-10%	-5%	-18%
CC1(c2ccc(Cl)cc2)NC(=O)N(CC(=O)N2CCN(C(=O)c3cccs3)CC2)C1=O (stereo unspecified)	-3.7	6%	-8	7%	-9%	8%	9%	-13%
COc1ccc(C(OC(=O)c2ccco2)C(=O)NC(C)(C)C)cc1 (stereo unspecified)	0.7	-3%	-3	6%	-5%	15%	-13%	-1%
COc1ccc(/C=C/C(=O)C23CC4CC(CC(C4)C2)C3)cc1CN1CCOCC1	-5.2	20%	-9	0%	-12%	-4%	23%	?
Cc1ccccc1OCC(=O)NCc1ccccc1	-2.3	8%	-1	0%	-5%	-11%[57.1 µM]	14%	-1%
CC(C)(C)OC(=O)C[C@@H]1C/C=C\C[C@H](CC(=O)NCCO)C(=O)N[C@H](Cc2ccccc2)COC1=O	-0.5	8%	4	-3%	-9%	3%	24%	-2%
CC1=CC(C)(C)Nc2ccc(OC(=O)CN3C(=O)CCC3=O)cc21	3.9	1%	.	-18%	-6%	-1%	8%	-8%
O=C(Nc1ccccc1)c1ccc(S(=O)(=O)N2CCOCC2)cc1	1.1	11%	0	-3%	-7%	6%	21%	-4%
Cc1cccc(C2=NN(c3ccc(Br)cc3)[C@@H](C(=O)N3CCOC3=O)[C@@H]2c2ccc(Cl)cc2)c1	0.0	3%	19	18%	-9%	-9%	24%	4%
CCN1CCN(C(=O)C2CCN(S(=O)(=O)c3cccc4cccnc34)CC2)CC1	-0.6	-5%	1	2%	-3%	8%	-10%	4%
COc1cc(OC)cc(N2C(=O)CSCC2=O)c1	0.0	-3%	-4	-5%	-7%	-2%	9%	-9%
Brc1ccc(CSc2ncnc3nc[nH]c23)cc1	-0.6	7%	0	-16%	-3%	-4%	-17%	-2%
CCn1c(CNC(=O)c2ccccc2F)nnc1SCC(=O)Nc1nncs1	-0.3	4%	-24	-16%	-5%	-4%[57.1 µM]	-24%	5%
O=C1NCCCC1C(=O)NCCN1C(=O)CCC1=O (stereo unspecified)	0.1	13%	1	-6%	-10%	5%	.	-8%
CC(=O)c1cc(C#N)c(N2CC(C)OC(C)C2)nc1C (stereo unspecified)	0.9	7%	4	-21%	-3%	-5%	0%	0%
COc1cc2[nH]c(C)c(-c3ccccc3)c(=O)c2cc1Cl	0.5	-9%	0	-18%	-14%	-1%	-8%	-4%
CS(=O)(=O)N(CC(=O)Nc1ccc2c(c1)OCCO2)c1ccc2c(c1)OCO2	5.2	4%	-6	-5%[9.22 µM]	-6%	-29%	-22%	-5%
CC(C)CCN1CCN(Cc2coc3ccccc3c2=O)CC1CCO (stereo unspecified)	-0.3	-4%	4	-1%	-18%	8%	21%	6%
CC(C)c1ccc(N(C(=O)c2snc(C(N)=O)c2N)C(C(=O)NC2CCCC2)c2ccncc2)cc1 (stereo unspecified)	0.5	-17%	-8	-20%	-7%	3%	23%	-14%
Cn1nccc1C(=O)N1CCN(c2ccc(F)cc2)CC1	-1.7	-3%	0	17%	-15%	-3%	-6%	7%
Cc1cccc(C2Nc3ccccc3C(=O)N2c2ccc(F)cc2)n1 (stereo unspecified)	-0.1	8%	1	15%	-8%	1%	3%	2%
CCOc1cc(CO)cc(Br)c1OCC(=O)O	-5.2	-4%	-3	-9%	-6%	?	.	11%
C#CCOC(=O)c1ccccc1C(=O)n1nnc2ccccc21	4.5	-1%	.	-5%	-24%	18%	10%	2%
O=C1C=CC(=Nc2ccc3c(c2)C(=O)c2ccccc2-3)O1	1.4	-3%	-58*	-39%[inhibitor]	-8%	-21%	41%	2%
CCOc1cc(/C=C2/C(=N)N3C(=NC2=O)SN=C3S(C)(=O)=O)ccc1OC(=O)c1ccco1	26	4%	?	8%	?	-5%	18%	-3%
C=C1CCC2C(C)(C)[C@@H](O)CC[C@@]2(C)[C@@H]1COc1ccc2ccc(=O)oc2c1 (stereo partly specified)	-0.7	0%	21	24%	-13%	-5%	-13%	-13%
O=[N+]([O-])c1cc(C(F)(F)F)cc([N+](=O)[O-])c1NCCNC(=S)Nc1cccc(F)c1	-0.7	2%	-8	-1%	-1%	-8%	6%	-26%
COc1ccccc1CN1CCCC(CN(CCN(C)C)C(=O)c2ccc(C)cc2)C1 (stereo unspecified)	-0.7	-16%	3	-13%	-12%	10%	-10%	5%
